# TRAIL sens C8 – sensitizes caspase-8 expressing cells to TRAIL; NB7+C8 cells + TRAIL, ATPlite viability luminescence; inhibition (viability loss, TRAIL sensitization), % at 10 µM; 1% of 360,000 active; AID 624354;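 active = compounds causing at least 50% loss of cell viability in the single-dose screen, relative to plate controls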
# TWEAK-Fn14 inh – blocks TWEAK-Fn14 interaction in a reporter cell assay; 2% of 360,000 active; inhibition, % at 10 µM; TWEAK-stimulated Fn14 reporter cells, luciferase luminescence, 8 h; in the data active = inhibition above about 50%
# TROY NFkB inh – inhibitors of TROY-dependent NF-kB signaling | Q293 LMP1-TROYcd NF-kB luciferase reporter, 4 h | inhibition, % at 10 µM | 0.98% of 360,000 active;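 active = compounds whose plate-normalised and pattern-corrected inhibition of the luciferase reporter signal at the single screening dose is 50% or more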
# SRC3 inh – human NCOA3 inhibition. HEK293 GAL4-SRC3 luciferase reporter, luminescence. inhibition, % at 3.6 µM. 0.17% of 360,000 active;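 active = inhibition above a per-campaign cutoff, the mean of all compounds plus 3 SD, cut at about 60% in these data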;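 note: 0% = DMSO-treated cells and 100% = gossypol-treated cells at 36 µM; higher means less SRC3-driven luciferase light from the GAL4 reporter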
# KKLEB cytotox – reduces viability of KKLEB cystic fibrosis airway cells | activity change (cytotoxicity), % at 5 µM | 0.36% of 360,000 active | KKLEB CF airway cells viability, ATPlite luminescence, overnight; active compounds read low; cells stimulated with P. aeruginosa culture filtrate;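 active = corrected activity change at or below -50% at 5 µM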
# LMP1 NFkB inh – inhibitors of Epstein-Barr LMP1-induced NF-kappaB reporter; LMP1-induced NF-kappaB luciferase reporter cells, luminescence; inhibition, % at 12.5 µM; 0.69% of 350,000 active; in the data active = inhibition above about 41%;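 note: 0% = neutral control wells and 100% = reference inhibitor control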
# SRC1 inh – inhibits human SRC1 coactivator. Q15788. HEK293 GAL4-SRC1 luciferase reporter, luminescence. 0.12% of 360,000 active. inhibition, % at 3.6 µM. AID 588354;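 active = inhibition above the campaign mean plus 3 SD, with each screening campaign given its own cutoff, cut at about 60% in these data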;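 note: 0% = DMSO treated cells and 100% = gossypol at 36 µM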
# LRH-1 inv ag – inverse agonists of human LRH-1 (NR5A2). 0.13% of 360,000 active. inhibition, % at 3.6 µM. O00482. HEK293T StAR-luciferase reporter, LRH-1 transfected, 24 h. AID 602396;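 active = inhibition above the mean inhibition of all tested compounds plus 3 SD, cut at about 73% in these data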;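 note: 0% = DMSO wells and 100% = reporter-only cells lacking LRH-1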
# NR2F2 inh – NR2F2 (human) inhibition, primary screen; inhibition, % at 8.6 µM; AID 686940; 0.7% of 370,000 active; HEK293T NGFI-A luciferase reporter, luminescence;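 active = inhibition above a per-plate cutoff, mean inhibition of test wells between control levels plus 3 SD, cut at about 38% in these data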;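 note: cells cotransfected with COUP-TFII expression vector driving the NGFI-A reporter; 0% = median of COUP-TF2 test wells and 100% = reporter-only cells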
# SRC2 inh – human SRC2 (NCOA2) inhibition | Q15596 | HEK293 GAL4-SRC2 luciferase reporter, luminescence | 0.17% of 370,000 active | AID 651957 | inhibition, % at 9 µM;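 active = inhibition above the mean inhibition of all tested compounds plus 3 SD, set per campaign, cut at about 52% in these data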;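 note: 0% = DMSO treated cells and 100% = cells given Gossypol at 36 µM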
# CF NFkB inh – cystic fibrosis NF-kB activation inhibition; inhibition, % at 5 µM; KKLEB NF-kB-GFP reporter, PAF-induced, GFP fluorescence overnight; 0.86% of 360,000 active;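 active = at least 50% inhibition at 5 µM, scaled per plate between neutral and stimulator controls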;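 note: PAF is a Pseudomonas aeruginosa culture filtrate used as stimulus; plate controls were PAF-stimulated DMSO wells for no effect and unstimulated DMSO wells for full effect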
# Starred values were filed as active, the others as inactive; . = no result given; & = joins results of further samples.
# Values run as follows: TWEAK-Fn14 inh	TROY NFkB inh	SRC3 inh	KKLEB cytotox	TRAIL sens C8	LRH-1 inv ag	NR2F2 inh	SRC2 inh	CF NFkB inh	LMP1 NFkB inh	SRC1 inh
[1] CCC(=O)c1c[nH]c(C(=O)N2CCN(c3ccccc3)CC2)c1
    -2.8	18.1	23.1	-8.4	-10.5	-18.4	21.6	0.6	15.1	10.7	-21.1
[2] Cc1ccc(S(=O)(=O)Nc2cc(Cl)ccc2-n2cncn2)cc1
    8.4	5.1	-0.4	12.9	-7.9	-2.6	4.2	-6.4	2.2	3.4	-0.6
[3] C=CC[C@@H](CC(=O)NCCO)C(=O)N[C@H](COC(=O)[C@@H](CC=C)Cc1ccc(F)cc1)Cc1c[nH]c2ccccc12
    14.5	3.6	-1.7	-1.1	5.1	14.1	17.2	-41.8	4.8	-6.9	-14.1
[4] Cc1cccc(Nc2nc(C)nc3c2oc2ccccc23)c1
    7.1	-10.1	12.3	-17.0	-0.4	18.7	-2.8	-1.5	-19.9	5.9	13.0
[5] Cc1cc(C(=O)Cn2nnc(-c3ccc(Cl)cc3)n2)c(C)n1CC1CCCO1 (stereo not drawn)
    8.6	14.7	14.6	-0.3	7.9	-0.6	20.4	18.5	-9.9	5.1	0.1
[6] CN(C)CC(C)(C)CNC(=S)NCc1ccc2c(c1)OCO2
    2.9	6.0	10.1	5.0	5.4	11.3	12.6	-12.4	13.8	-1.6	-2.3
[7] Cc1cccc(N2N=C(C(=O)Nc3nc(C)cs3)CCC2=O)c1
    11.4	6.0	4.8	-1.1	-3.8	4.2	4.0	3.0	4.0	2.3	5.0
[8] CCOc1cc2[nH]c(=S)n(CC3CCCN3CC)c(=O)c2cc1OCC (stereo not drawn)
    -2.5	10.3	10.1	0.8	-4.7	-31.3	9.7	2.0	-3.1	-6.2	0.1
[9] O=c1cc(CN2CCCCCCC2)c2ccccc2o1
    -1.4	-7.2	12.1	-32.9	-0.5	3.2	2.7	12.1	10.6	.	-45.7
[10] COc1ccc(C(C(=O)NC2CCCC2)N(Cc2ccccc2)C(=O)c2snc(C(N)=O)c2N)cc1OC (stereo not drawn)
    24.1	3.7	7.8	-1.6	21.5	17.5	0.4	1.9	-1.2	2.0	6.3
[11] O=C(NCC1CCCCC1)c1cc([N+](=O)[O-])ccc1N1CCOCC1
    0.6	4.0	21.3	-5.9	0.1	12.4	-16.8	-11.4	-2.0	-37.0	7.2
[12] CCOc1ccc(CCNC(=O)COC(=O)c2ccc(Br)o2)cc1OCC
    3.9	12.8	4.3	0.8	-12.7	8.9	-2.8	-6.8	-5.8	-0.1	-86.0
[13] Cn1c(=O)c2c(ncn2CC(=O)N2CCOCC2)n(C)c1=O
    -0.1	-17.0	1.9	0.8	-1.1	-5.0	0.4	3.7	-2.9	9.9	12.7
[14] CC1(C)CC2CC(C)(CN2S(=O)(=O)c2ccc(C(=O)Nc3ccc(S(=O)(=O)N4CCOCC4)cc3)cc2)C1 (stereo not drawn)
    42.2	31.6	34.1	5.3	20.4	44.9	53.2*	17.4	3.1	-5.0	24.7
[15] CCOC(=O)c1cnc2c(F)ccc(F)c2c1Sc1ccccc1
    7.9	-9.6	-11.5	-9.0	-11.8	-0.2	6.7	-6.2	11.6	-6.6	-21.4
[16] Cc1cc(C)c(OCC(=O)OCC(=O)N2c3ccccc3CC2C)c(C)c1 (stereo not drawn)
    -21.8	-3.6	5.1	3.6	-25.1	-8.9	0.5	-13.3	3.7	-0.3	5.0
[17] COc1ccc(N2CC(C(=O)Nc3ncccc3C)CC2=O)cc1 (stereo not drawn)
    -5.5	-19.4	0.0	3.8	-6.9	3.3	5.8	-16.8	-6.6	1.0	-9.2
[18] NS(=O)(=O)c1cccc(NC(=O)c2cncc(Br)c2)c1
    8.9	-4.5	23.7	9.7	-5.1	-4.5	-13.6	-7.0	1.3	-12.2	0.3
[19] COc1cccc(NC(=O)CSc2nc3ccsc3c(=O)n2-c2ccc(C(=O)O)cc2)c1
    14.6	17.0	-1.6	-10.5	0.5	0.5	-2.8	-11.3	1.3	-4.4	-10.6
[20] COc1ccc(CNC(=O)N2CCN(c3ccccc3)CC2)cc1
    3.5	-3.8	6.7	-5.9	-2.9	-6.8	8.1	10.8	12.7	0.5	10.5
[21] C/C(=N\Nc1nc(N)cc(Cl)n1)c1ccc(Cl)c(Cl)c1
    2.9	-10.2	-6.4	9.2	-4.7	-90.1	-13.2	-14.8	-18.6	0.0	-32.5
[22] Cc1ccccc1NC(=O)Cn1nc(-c2ccccc2)nc1-c1ccccc1
    -15.7	-7.3	12.6	1.7	-14.7	3.4	7.8	-21.6	17.0	-3.6	3.6
[23] CCOC(=O)N1CCN(C(=O)CSc2nc(C)nc3c2c(=O)n(C)c(=O)n3C)CC1
    2.4	-0.6	-3.9	-1.2	-5.9	-12.3	-6.4	23.1	-2.5	-2.2	-5.7
[24] CCNC(=O)C1(C)CCN(Cc2ccc(OC(F)(F)F)cc2)C1 (stereo not drawn)
    7.9	-0.1	-16.0	-12.5	11.9	17.1	13.1	-4.7	-8.8	.	7.9
[25] COc1ccc(CCNC(=O)c2cccn2C)cc1
    -5.2	-24.3	-57.6	-14.5	14.8	-82.5	-40.9	-9.3	3.1	-5.1	-55.4
[26] CCn1c(=O)cc(OCC(=O)NCc2cccnc2)c2ccccc21
    6.9	0.0	-10.6	19.5	0.4	12.8	-21.8	-0.2	-26.1	-3.3	0.1
[27] N#Cc1ccc(C(=O)N2CCCCC2c2cc(C(=O)Nc3ccc4c(c3)OCO4)no2)cc1 (stereo not drawn)
    13.2	5.9	-21.6	4.9	-0.5	-6.8	4.8	-23.3	-13.3	.	6.6
[28] CCN(CC)CCCN1C(=O)C(=O)/C(=C(/O)c2ccc(C)cc2)C1c1ccccn1 (stereo not drawn)
    -15.5	-6.5	-10.4	6.5	6.6	0.7	-5.5	-10.9	1.1	-3.0	-2.9
[29] CC1CN(C(=O)COC(=O)c2ccc(Cl)c(S(=O)(=O)N3CCCCC3)c2)CC(C)O1 (stereo not drawn)
    3.4	-12.7	-5.0	12.0	2.0	-1.6	22.9	-13.8	1.7	0.7	-10.5
[30] COc1ccc(-c2cc(NCc3ccccn3)n3ncnc3n2)cc1
    -21.3	-30.4	-7.6	-7.1	9.6	18.6	8.4	0.3	-5.5	1.1	-7.4
[31] CCSc1nc2ccccc2[nH]1
    5.0&3.5	-6.3&-17.2	-12.7&16.8	6.0&-1.2	32.3&6.3	19.6&8.1	-12.8&5.2	-16.1&2.3	-14.0&11.1	-6.7&-4.4	0.0&-1.9
[32] COC(=O)C1Cc2c([nH]c3ccccc23)CN1C(C)=O (stereo not drawn)
    7.4	-1.6	12.3	9.1	-8.5	2.4	14.4	-10.0	-14.9	-0.7	-14.1
[33] COC(OC)C1(CCc2ccccc2)NC(=O)NC1=O (stereo not drawn)
    2.8	8.5	10.2	0.4	-19.8	-2.2	8.3	-12.8	2.4	-8.8	4.3
[34] CCc1nc(SCc2ccc(Cl)cc2)n[nH]1
    -9.2	-16.7	-57.5	-2.0	-1.1	-100.6	-22.4	-40.3	2.5	-0.3	-68.2
[35] O=C(NCc1ccc(-c2nc3ccccc3s2)cc1)c1cc2ccccc2o1
    23.3	22.7	4.0	6.2	8.3	-21.7	8.4	-2.6	2.8	17.2	8.2
[36] CC(C)N1C(=O)NC2(c3ccccc3)N(C)C(=O)N(C)C12c1ccccc1 (stereo not drawn)
    0.4	-1.3	16.6	-4.0	0.7	-13.9	17.3	3.3	4.9	5.6	-4.3
[37] COc1ccccc1NC(=O)NC(=O)c1ccccc1
    -14.3	-21.8	-70.3	-10.4	39.5	-63.2	-70.0	-9.6	16.1	-37.2	-88.9
[38] CCC(=O)N(C)CCc1cc2c(c(OC)c1/C=N/NC(=O)[C@H]1C[C@@H]1c1ccccc1)OCO2
    3.8	-12.5	17.2	-2.6	-10.0	1.6	6.2	-6.9	10.7	8.3	-4.5
[39] CCOC(=O)c1sc2nc(CN3CCCCC3)nc(Cl)c2c1C
    -12.6	-5.1	10.7	-5.6	-0.4	0.2	.	.	15.6	-6.3	-3.1
[40] COc1ccc(C(=O)N/N=C(\C)CC(=O)Nc2ccc3ccccc3c2)c(OC)c1
    -5.9	14.0	-28.3	-6.6	1.5	-31.8	-23.6	-15.0	19.8	-1.5	-24.4
[41] O=C(O)c1cccc(Cn2c(Cl)c(/C=N/NC(=O)c3ccc(O)cc3)sc2=O)c1
    -4.0	-3.4	-11.6	-5.5	4.3	-11.1	-13.3	-7.7	-5.3	-3.9	-8.9
[42] COc1cc(OC)cc(C2=Cc3ccccc3C(CC(=O)c3ccco3)N2c2ccc(-c3cnc(OC)nc3)cc2)c1 (stereo not drawn)
    16.7	-24.5	.	.	-7.6	10.3	10.1	-9.3	.	.	.
[43] COc1ccc(C(=O)NCc2ccc(-n3cccc3)cc2)cc1OC
    4.7	-6.1	14.6	-9.4	-2.9	-9.2	4.0	-23.5	16.8	3.2	-9.0
[44] N#Cc1cc([N+](=O)[O-])cnc1NCC(O)CO (stereo not drawn)
    -3.8	4.0	-14.9	-7.0	-10.9	12.3	5.0	2.1	4.5	-2.8	-5.0
[45] O=S(=O)(NCC(c1cccnc1)N1CCN(c2ccc(F)cc2)CC1)c1cccs1 (stereo not drawn)
    15.3	-4.3	4.9	17.1	4.1	17.0	-0.3	17.1	-10.1	-1.4	20.6
[46] N#Cc1c2n(cnc1=O)CCCCC2
    -2.1	0.5	-2.4	0.2	2.5	3.4	2.8	3.6	3.9	9.2	-13.9
[47] COc1cccc(CC2(CO)CCN(Cc3cn(C)nc3C)CC2)c1
    2.1	47.7	11.8	25.2	26.9	8.1	11.4	-7.1	-2.8	5.1	13.2
[48] CCCNC(=O)NCCc1c(C)[nH]c2ccccc12
    -0.3	10.2	-24.2	-0.3	-3.6	18.0	1.7	-10.0	9.2	6.8	-2.8
[49] COc1ccc(N2CCN(C(=O)CCC(=O)N3Cc4ccccc4Oc4ncccc43)CC2)cc1
    -0.5	-5.2	-4.9	-8.2	12.9	8.6	10.3	9.2	23.3	-0.1	-9.1
[50] CCOC(=O)c1c(-c2ccc(C)cc2)csc1NC(=O)c1ccc(N2C(=O)CCC2=O)cc1
    3.6	0.8	14.6	-40.9	-10.0	-20.2	9.4	12.8	57.7*	8.3	8.2
[51] O=C(NCCCN1CCCCC1)c1ccc2c(c1)NC(=O)C(N1CCOCC1)S2 (stereo not drawn)
    -3.1	-4.7	12.3	-0.8	1.4	-8.1	16.2	-23.7	3.7	-5.6	-25.0

# Source: PubChem BioAssay (several laboratories)

# Rows were taken by chance; 4.2% or so of the library scored in one or more.
